# Source: PubChem
# HDAC3 inh = blocks human histone deacetylase 3 | AID 2718 | inhibition, % at 8.3 µM | 0.15% of 320,000 active | recombinant HDAC3, fluorogenic peptide/trypsin coupled, fluorescence; in the data active = inhibition above about 26%, passing the limit was not always enough; inconclusive = no clear call, values can overlap the other calls
# KCNQ1 pot = potentiators or activators of human KCNQ1 potassium channel | P51787 | CHO-K1 KCNQ1, thallium flux FluxOR fluorescence; active compounds read high | B-score at 10 µM | 0.35% of 310,000 active | AID 2648;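 active = fluorescence ratio B-score, a plate-corrected score, at least three library SD, with initial intensity B-score within 5 SD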
#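 Assay system: stable KCNQ1 CHO-K1 line; medium: assay buffer, equal DMSO in all wells; timing: 90 min dye loading and 20 min compound exposure, both at room temperature; technique: kinetic FluxOR thallium fluorescence, 10-s 1-Hz baseline, 110-s post-stimulus read; read-out basis: B score of baseline-normalized fluorescence ratio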
# KCNK9 block = blocks the human KCNK9 two-pore domain potassium channel; Q9NPC2; HEK293 KCNK9, FluxOR thallium flux fluorescence; active compounds read low; B-score at 10 µM; 1.2% of 310,000 active; AID 488922;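 active = ratio B-score over 3 SD below the library mean, with starting fluorescence within 5 SD of its mean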;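 also: negative B-score means less thallium flux so channel inhibition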
# DYRK1A inh = blocks rat Dyrk1A kinase activity. AID 504441. ADP-Glo luminescence, NFATc1 peptide. 0.43% of 310,000 active. Q63470. inhibition, % at 12.5 µM; in the data active = inhibition above about 50%;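 also: plate controls were vehicle with enzyme for no effect and no enzyme for full effect; many of its hits are not listed in these tables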
# hERG protect = shields human hERG channel from block by proarrhythmic agents | CHO-hERG, FluxOR thallium flux, dofetilide IC70 present | activation (rescue from dofetilide block), less the hit threshold, % at 10 µM | 0.51% of 310,000 active;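 active = activation above the mean of controls blocked by dofetilide plus 5 SD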;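 also: thallium influx through hERG after potassium depolarization seen as dye fluorescence rise; in these data hits start at about 4.7%; inactives centre near -7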
# Target sequence (Q12809 whole entry, looked up): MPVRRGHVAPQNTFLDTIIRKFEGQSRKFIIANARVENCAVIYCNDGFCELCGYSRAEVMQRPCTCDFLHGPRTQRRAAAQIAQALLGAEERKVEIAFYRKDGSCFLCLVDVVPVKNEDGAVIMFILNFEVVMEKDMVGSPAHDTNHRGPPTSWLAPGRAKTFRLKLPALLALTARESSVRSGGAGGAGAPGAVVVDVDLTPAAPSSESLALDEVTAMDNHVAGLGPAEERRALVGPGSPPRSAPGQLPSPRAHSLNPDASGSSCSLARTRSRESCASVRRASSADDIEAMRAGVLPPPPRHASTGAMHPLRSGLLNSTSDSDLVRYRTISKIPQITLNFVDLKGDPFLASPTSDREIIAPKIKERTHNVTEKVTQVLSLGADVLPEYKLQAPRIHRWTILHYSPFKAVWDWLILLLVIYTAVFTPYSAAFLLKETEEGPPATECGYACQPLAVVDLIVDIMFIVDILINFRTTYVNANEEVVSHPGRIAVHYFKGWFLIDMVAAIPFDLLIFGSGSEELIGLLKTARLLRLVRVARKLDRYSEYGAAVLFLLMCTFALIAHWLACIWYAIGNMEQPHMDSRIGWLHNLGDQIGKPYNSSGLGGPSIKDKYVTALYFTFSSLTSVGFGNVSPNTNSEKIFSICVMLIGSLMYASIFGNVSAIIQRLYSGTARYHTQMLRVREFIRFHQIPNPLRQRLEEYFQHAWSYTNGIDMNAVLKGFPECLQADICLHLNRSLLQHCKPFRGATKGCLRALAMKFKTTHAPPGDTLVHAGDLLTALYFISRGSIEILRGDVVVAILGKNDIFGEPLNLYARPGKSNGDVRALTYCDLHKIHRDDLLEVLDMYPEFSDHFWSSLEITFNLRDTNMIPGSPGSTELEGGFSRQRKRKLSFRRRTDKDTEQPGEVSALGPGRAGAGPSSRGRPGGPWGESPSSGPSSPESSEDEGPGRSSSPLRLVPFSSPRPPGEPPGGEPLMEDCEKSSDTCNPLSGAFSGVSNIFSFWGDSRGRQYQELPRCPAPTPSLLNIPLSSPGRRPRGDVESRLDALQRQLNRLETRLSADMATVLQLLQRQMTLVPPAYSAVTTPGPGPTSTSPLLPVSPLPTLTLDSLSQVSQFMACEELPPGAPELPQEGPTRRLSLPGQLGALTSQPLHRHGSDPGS
# TRPC4 PAM = TRPC4 (mouse) allosteric potentiation. B-score at 10 µM. Q9QUQ5. AID 2227. 0.42% of 310,000 active. HEK293 TRPC4beta/mu-opioid, DAMGO EC20, Fluo-4 Ca2+ flux; active compounds read high;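 active = B-score of calcium response area above 5 SD of library B-scores, with initial fluorescence ratio within 5 SD of library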;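 also: B-score of integrated fluorescence ratio over time as area under calcium response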
# KCNQ1 inh = inhibitors of human KCNQ1 potassium channel; B-score at 10 µM; AID 2642; P51787; CHO-K1 KCNQ1, FluxOR thallium flux fluorescence; active compounds read high; 1.3% of 310,000 active;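 active = compounds whose thallium flux B-score, printed positive for inhibition, exceeds three library SD while starting fluorescence stays within three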;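 also: channel opened by potassium depolarization with thallium stimulus after 20 min compound exposure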
# ANO1 block = blocks the mouse calcium-activated chloride channel TMEM16A; HEK293 TMEM16A/YFP iodide influx fluorescence, ionomycin; normalized B-score (activity score, 25-100; higher = stronger inhibition) at 10 µM; 1.2% of 310,000 active; AID 588511;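 active = ratio plate-corrected score three or more library SD toward inhibition, starting fluorescence score within five deviations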;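 also: score derived from kinetic fluorescence span divided by baseline fluorescence per well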
# KCNK3 inh = human KCNK3 channel inhibition, primary screen; O14649; CHO-KCNK3 thallium flux, FluxOR fluorescence; active compounds read low; B-score at 10 µM; 0.84% of 340,000 active; AID 602410;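 active = B-score under library mean minus 4 SD, starting fluorescence ratio at most library mean plus 5 SD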;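 also: more negative B-score means stronger inhibition of thallium flux through KCNK3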
# TRPC4 agonist = opens the mouse TRPC4 cation channel; HEK293 TRPC4beta/mu-opioid, Fluo4 calcium fluorescence; active compounds read high; B-score at 10 µM; 0.49% of 310,000 active; AID 2237;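 active = B-score above 5 SD of library B-scores, and initial fluorescence ratio not above library mean plus 5 SD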;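 also: positive B-score marks a calcium rise read as TRPC4 activation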
#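 System: HEK293 cells stably co-expressing mouse TRPC4beta and mu-opioid receptor; Schedule: Fluo4 dye loading 45 min at room temperature, 110 s recording; Detection: Fluo4 fluorescence, kinetic; Evaluation: B-scored integrated calcium fluorescence ratio; Controls: buffer (low) and maximal DAMGO (high).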
# TMEM16A act = mouse TMEM16A channel activation, primary screen. 0.3% of 340,000 active. Q8BHY3. HEK293 TMEM16A/YFP-H148Q/I152L, iodide quench fluorescence; active compounds read low. B-score at 10 µM;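 active = fluorescence-ratio B-score plate-corrected deviation score at least 3 library SD below zero, with starting fluorescence score within 5 deviations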;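 also: channel opened by trigger with iodide after compound preincubation; score built on the fluorescence ratio of max minus min over baseline; more negative score means more quench and so TMEM16A activation or potentiation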
# The depositor's hits bear a star; i = inactive; u = inconclusive; x = no result given. These rows are one share of the data (hit frequency here may not be typical).
# Values run as follows: TMEM16A act	hERG protect	KCNK9 block	TRPC4 agonist	DYRK1A inh	KCNQ1 inh	KCNQ1 pot	HDAC3 inh	TRPC4 PAM	ANO1 block	KCNK3 inh
- COc1nccnc1NS(=O)(=O)c1ccc(NC(=O)c2cccc(C)c2)cc1
 : i	-3	i	i	-3	i	i	12	i	i	i
- O=C(Cc1cccs1)N1CCN(S(=O)(=O)c2ccc(Br)cc2)CC1
 : i	-9	i	i	0	i	i	-5	i	i	i
- CCCCC1(Cc2ccc(OC)c([N+](=O)[O-])c2)C(=O)N(c2ccccc2)N(c2ccccc2)C1=O
 : i	-6	i	i	0	i	i	u	i	i	i
- CCCCCCNS(=O)(=O)c1ccccc1Br
 : i	-16	i	i	4	i	i	-1	i	i	i
- O=C(/C=C/c1ccc(Cl)c(Cl)c1)NCCCn1ccnc1
 : i	-4	i	i	x	i	i	-3	i	i	i
- C[C@@H](NC(=O)CN1C(=O)c2ccccc2S1(=O)=O)c1ccccc1
 : i	-8	i	i	-2	i	i	3	i	i	i
- Cc1ccc(N=Cc2c(O)c3ccccc3oc2=O)cc1F
 : i	-6	i	i	5	i	i	-6	i	i	i
- O=C(CSc1nc2ccc(NC(=O)C3CCCCC3)cc2s1)NCC1CCCO1 (stereo not drawn)
 : i	-11	i	i	-1	i	i	1	i	i	i
- S=C(NCCCc1ccccc1)NCc1ccccc1
 : i	-10	i	i	-11	i	i	-2	i	i	i
- COc1cccc(NC(=O)N2C3CCCC2CC(NC(=O)C(C)(C)C)C3)c1 (stereo not drawn)
 : i	-2	i	i	-6	i	i	1	i	i	i
- Cc1ccc2nc(Cl)nc(-c3ccccc3)c2c1
 : i	-7	i	i	x	i	i	-7	i	i	i
- O=C(NC1CCCC1)C(c1cccs1)N(CC1CCCO1)C(=O)Cc1cccs1 (stereo not drawn)
 : i	-12	i	i	-3	i	i	9	i	i	i
- CCS(=O)(=O)N1Cc2ccccc2CC1C(=O)Nc1ccc(F)c(F)c1 (stereo not drawn)
 : i	-15	i	i	-2	i	i	2	i	i	i
- COC(=O)c1cc2occc2n1CC(=O)Nc1cc(OC)cc(OC)c1
 : i	3	i	i	5	i	i	5	i	i	i
- COc1ccc(CNC(=O)COC(=O)c2ccc(Br)cc2)cc1
 : i	-11	i	i	6	i	i	-7	i	i	i
- CCOc1cccc(=O)c2c(C)oc(C)c12
 : i	-6	i	i	14	i	i	1	i	i	i
- Cn1c(Cn2cnc3ccccc32)nc2ccccc21
 : i	-4	i	i	12	i	i	2	i	i	i
- O=C(CCN1C(=O)c2ccccc2C1=O)Nc1cccc(S(=O)(=O)N2CCCCC2)c1
 : i	-17	i	i	2	i	i	-1	i	i	i
- CCCN(CC(=O)Nc1ccc(Cl)cc1Cl)C(=O)/C=C/c1ccco1
 : i	-7	i	i	0	i	i	8	i	i	i
- Cc1nc2ccc([N+](=O)[O-])cc2c(=O)n1Cc1ccccc1Br
 : i	-3	i	i	8	i	i	0	i	i	i

# Random excerpt: 2 entries already listed, in no set order.
# Values run as follows: TMEM16A act	hERG protect	KCNK9 block	TRPC4 agonist	DYRK1A inh	KCNQ1 inh	KCNQ1 pot	HDAC3 inh	TRPC4 PAM	ANO1 block	KCNK3 inh
- COc1ccc(CNC(=O)COC(=O)c2ccc(Br)cc2)cc1
 : i	-11	i	i	6	i	i	-7	i	i	i
- O=C(Cc1cccs1)N1CCN(S(=O)(=O)c2ccc(Br)cc2)CC1
 : i	-9	i	i	0	i	i	-5	i	i	i

# Next entries
# Values run as follows: TMEM16A act	hERG protect	KCNK9 block	TRPC4 agonist	DYRK1A inh	KCNQ1 inh	KCNQ1 pot	HDAC3 inh	TRPC4 PAM	ANO1 block	KCNK3 inh
- COc1cc(OC)c(C2SCCN2S(=O)(=O)c2ccc(F)cc2)cc1OC (stereo not drawn)
 : i	-6	i	i	1	i	i	-2	i	i	i
- Cc1ccc(NC(=O)c2ccc3[nH]c(=O)c(=O)[nH]c3c2)nc1
 : i	-13	i	i	6	i	i	-4	i	i	i
- Cc1nn(CC(=O)N2CC(=O)Nc3ccccc32)c(C)c1[N+](=O)[O-]
 : i	0	i	i	-1	i	i	-3	i	i	i
- Cc1ccc(N(CC(=O)NC2CCCCC2)C(=O)CNC(=O)c2ccco2)cc1C
 : i	-10	i	i	-6	i	i	3	i	i	i
- CN(c1ccc(O)cc1)c1nc(-c2cccs2)cs1
 : i	-20	i	i	x	i	i	9	i	25*	i
- O=C(c1cc([N+](=O)[O-])ccc1N1CCCCC1)N1CCc2ccccc21
 : i	-14	i	i	-4	i	i	6	i	i	i
- O=C(Nc1ccc(Cl)c(C(F)(F)F)c1)N1CCCC(O)C1 (stereo not drawn)
 : i	-3	i	i	-4	i	i	-1	i	i	i
- COc1ccc(C(=O)NC2CC2)cc1OC1CCN(C(C)CSC)CC1 (stereo not drawn)
 : i	-7	i	i	-1	i	i	-2	i	i	i
- Cc1ccc(C2=Nc3ccccc3N=C(C(Cl)Cl)C2)cc1
 : i	-4	i	i	14	i	i	7	i	i	i
- CC(=O)c1cc(C#N)c(SCc2ccc([N+](=O)[O-])cc2)nc1C
 : i	-7	i	i	x	i	i	-5	i	i	i
- COc1ccc(NC(=O)CSCC(=O)NC2(C)CCS(=O)(=O)C2)cc1 (stereo not drawn)
 : i	-5	i	i	-9	i	i	-7	i	i	i
- Cc1cccn2cc(-c3ccc(F)cc3)cc12
 : i	-2	i	i	-1	i	i	-2	i	i	i
- O=C(CCSc1nnc(-c2ccco2)o1)Nc1ccccc1
 : i	-10	i	i	-2	i	i	10	i	i	i
- CCCN(CC(=O)Nc1ccc(Cl)cc1Cl)Cc1cc(=O)n2ccsc2n1
 : i	-21	i	i	x	i	i	2	i	i	i
- Cc1ccc(CCNC(=O)c2cc(-c3ccncc3)nc3ccccc23)cc1
 : i	-10	i	i	-5	i	i	-8	i	i	i
- O=C(CN1C(=O)NC2(CCOc3ccccc32)C1=O)Nc1ccc(F)c(F)c1F (stereo not drawn)
 : i	-8	i	i	-1	i	i	-1	i	i	i
- C=CCN(CC=C)C(=O)c1ccc(OC2CCN(C(C)=O)CC2)c(OC)c1
 : i	-5	i	i	-1	i	i	u	i	i	i
- COc1ccc2[nH]cc(CCNC(=O)CS(=O)(=O)Cc3ccccc3)c2c1
 : i	-1	i	i	-2	i	i	1	i	i	i
- CC(=O)Nc1ccc(S(=O)(=O)NC(C)C(=O)NCCc2ccc(F)cc2)cc1 (stereo not drawn)
 : i	-12	i	i	-6	i	i	1	i	i	i
- CCC(Sc1nc(N)cc(=O)[nH]1)C(=O)NC(C(=O)OC)c1ccccc1 (stereo not drawn)
 : x	-6	i	i	x	i	i	-5	i	i	x

# Later entries.
# Values run as follows: TMEM16A act	hERG protect	KCNK9 block	TRPC4 agonist	DYRK1A inh	KCNQ1 inh	KCNQ1 pot	HDAC3 inh	TRPC4 PAM	ANO1 block	KCNK3 inh
- CCn1nc(NS(=O)(=O)c2ccccc2[N+](=O)[O-])c2cc3cccc(C)c3nc21
 : i	-17	i	i	6	i	i	8	i	i	i
- CSc1nc(O)c(C(c2ccc(OC(C)C)cc2)c2c(O)nc(SC)[nH]c2=O)c(=O)[nH]1
 : i	-12	i	i	1	i	i	4	i	i	i
- Cc1cc(C)cc(N(CC(=O)NC2CC3CCC2C3)S(C)(=O)=O)c1 (stereo not drawn)
 : i	-13	i	i	-1	i	i	-7	i	i	i
- C/C(=N\NC(=O)CSCc1ccc([N+](=O)[O-])cc1)c1cccc(Br)c1
 : i	0	i	i	-9	i	i	5	i	i	i
- CCCC[N+](CC#CCO)(CC#Cc1ccccc1)CCCC
 : i	-10	i	i	x	i	i	4	i	i	i
- Cc1ccccc1OCC(=O)Nc1nnc(C2CCCC2)s1
 : i	-8	i	i	-7	i	i	-3	i	i	i
- COc1ccc(OC)c(S(=O)(=O)Nc2cc(Cl)cc(Cl)c2)c1
 : i	-6	i	i	-6	i	i	1	i	i	i
- CC(C)N(C(=O)COC(=O)c1ccc(O)cc1)C(C)C
 : i	-10	i	i	3	i	i	6	i	i	i
- CC(C)c1nnc(NC(=O)CCC(=O)NC2CCCCCCC2)s1
 : i	-13	i	i	-1	i	i	0	i	i	i
- COCc1nnc(NC(=O)c2cc(Cl)ccc2OC)s1
 : i	-14	i	i	-4	i	i	-2	i	i	i
- Cc1cccc(S(=O)(=O)N2CN(Cc3ccco3)c3nc4ccccc4nc32)c1
 : i	-12	i	i	15	i	i	-9	i	i	i
- O=C(c1ccc2c(=O)n3c(nc2c1)CCCCC3)N1CCc2ccccc21
 : i	-19	i	i	-4	i	i	4	i	i	i
- COc1ccc(CN(C(=O)c2ccco2)C2CC(C)N(C)CC2C)cc1 (stereo not drawn)
 : i	-12	i	i	-5	i	i	-8	i	i	i
- C=C(C)CN(CC)c1nc(N)c(C#N)c(CC#N)c1C#N
 : i	-15	i	i	2	i	i	15	i	i	i
- Fc1cccc(F)c1-n1c(CN2CCCC2)csc1=S
 : i	-7	i	i	-3	i	i	-4	i	i	i
- O=C1CN(C(=O)COC(=O)c2ccc[n+]([O-])c2)c2ccccc2N1
 : i	-3	i	i	-5	i	i	-10	i	i	i
- COc1ccccc1N1CCN(C(=O)c2ccccc2N(C)S(=O)(=O)c2ccc(C)cc2)CC1
 : i	-23	i	i	-5	i	i	2	i	i	i
- O=C(CN1CCN(Cc2cccc(Cl)c2)C1=O)NCC1CCCO1 (stereo not drawn)
 : i	-9	i	i	-1	i	i	1	i	i	i
- COC(=O)c1cc(NCc2ccc3c(c2)OCO3)ccc1N1CCOCC1
 : i	-9	i	i	2	i	i	-1	i	i	i
- CCN(Cc1ccccc1)C(c1cc2ccc(C)cc2[nH]c1=O)c1nnnn1CCOC (stereo not drawn)
 : i	-14	i	i	-2	i	i	3	i	i	i
- Cc1ccc(OCc2nc(C#N)c(N3CCN(Cc4ccccc4)CC3)o2)cc1
 : i	-10	i	i	0	i	i	8	i	i	i
- CCc1cccc(CC)c1NC(=O)C1CC(=O)N(c2ccc3c(c2)OCCO3)C1 (stereo not drawn)
 : i	-13	i	i	2	i	i	-4	i	i	i
- CC(C)(C)c1ccc(CCC2OCC(CN3CCOCC3)O2)cc1 (stereo not drawn)
 : i	-9	i	i	12	i	i	3	i	i	i

# Results in KCNQ1 pot, for 3 of the compounds above:
molecule	KCNQ1 pot
CCN(Cc1ccccc1)C(c1cc2ccc(C)cc2[nH]c1=O)c1nnnn1CCOC (stereo not drawn)	i
Cc1ccc(OCc2nc(C#N)c(N3CCN(Cc4ccccc4)CC3)o2)cc1	i
CCc1cccc(CC)c1NC(=O)C1CC(=O)N(c2ccc3c(c2)OCCO3)C1 (stereo not drawn)	i
